sEH activator = soluble epoxide hydrolase (human) activation | AID 717 | P34913 | purified human sEH enzymatic activity, activator screen | hit rate 0.04% among 91,000 | activation, % at 2 µM; in the data active = activation above about 37%; also: values of inactives mirror those of a sister screen read the other way
Target sequence (P34913 whole entry, looked up): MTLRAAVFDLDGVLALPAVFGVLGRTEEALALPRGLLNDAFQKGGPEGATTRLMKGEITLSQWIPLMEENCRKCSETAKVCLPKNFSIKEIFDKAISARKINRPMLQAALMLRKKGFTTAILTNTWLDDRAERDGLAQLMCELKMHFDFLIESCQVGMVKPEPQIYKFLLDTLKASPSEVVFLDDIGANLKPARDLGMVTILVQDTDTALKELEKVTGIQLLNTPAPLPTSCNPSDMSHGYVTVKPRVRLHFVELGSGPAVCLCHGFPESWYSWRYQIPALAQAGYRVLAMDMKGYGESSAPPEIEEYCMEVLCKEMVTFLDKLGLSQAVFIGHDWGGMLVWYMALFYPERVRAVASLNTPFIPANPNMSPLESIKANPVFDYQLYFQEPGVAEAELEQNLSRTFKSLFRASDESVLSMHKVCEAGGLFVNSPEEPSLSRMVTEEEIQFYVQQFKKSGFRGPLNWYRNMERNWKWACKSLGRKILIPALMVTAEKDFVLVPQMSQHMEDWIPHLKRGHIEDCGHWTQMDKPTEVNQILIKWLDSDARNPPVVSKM
Calb biofilm kill = kills Candida albicans biofilms; AID 834; C. albicans biofilm + clotrimazole, Alamar Blue; hit rate 0.14% among 85,000; inhibition, % at 6 µM;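 active = inhibition above 20%; inactive = inhibition below 20%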;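 also: preformed 24 hr biofilms exposed to compound for 48 hr; 0% = biofilm without compound and 100% = blank killed by clotrimazole plus chlorhexidine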
ERb SRC1 inh = blocks coactivator binding to human estrogen receptor beta; AID 633; hit rate 1.3% among 86,000; Q92731; TR-FRET ER-beta LBD / SRC1-Cy5 peptide binding; receptor agonist-loaded with 1 µM estradiol; inhibition, % at 25.6 µM;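 active = compounds whose percent inhibition of the receptor-coactivator binding signal exceeds about 50% in the single-dose screen, limit read from the data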;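 also: 0% = receptor plus peptide wells without compound and 100% = peptide-only wells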
Target sequence (Q92731 whole entry, looked up, the tested form may be a part): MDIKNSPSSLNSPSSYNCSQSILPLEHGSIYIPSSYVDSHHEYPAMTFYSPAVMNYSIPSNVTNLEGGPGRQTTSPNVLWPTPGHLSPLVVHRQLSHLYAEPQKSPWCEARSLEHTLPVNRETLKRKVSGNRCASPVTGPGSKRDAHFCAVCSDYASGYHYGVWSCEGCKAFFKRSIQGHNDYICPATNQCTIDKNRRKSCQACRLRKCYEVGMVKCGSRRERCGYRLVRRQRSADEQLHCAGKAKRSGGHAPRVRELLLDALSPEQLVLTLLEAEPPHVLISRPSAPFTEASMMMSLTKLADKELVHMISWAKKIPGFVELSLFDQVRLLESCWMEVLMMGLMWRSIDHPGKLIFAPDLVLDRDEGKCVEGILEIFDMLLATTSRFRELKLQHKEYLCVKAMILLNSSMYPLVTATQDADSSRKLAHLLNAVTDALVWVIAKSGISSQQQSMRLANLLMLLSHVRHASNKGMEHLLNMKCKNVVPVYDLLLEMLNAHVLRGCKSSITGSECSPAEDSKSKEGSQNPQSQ
Mac1 fbg enh = CD11b/CD18-fibrinogen binding enhancement; P05107+P11215; K562 CD11b/CD18 adhesion to fibrinogen, ATPlite luminescence; activation, % at 10 µM; hit rate 0.07% among 93,000; AID 1499;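 active = 10 µM primary screen giving 50% or more activity, confirmed by 40% or more on retest at that dose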; also: strong numbers were not always called active; reference of the scale not given here
sEH inhibitor = blocks human soluble epoxide hydrolase activity; recombinant human sEH enzymatic activity assay; hit rate 0.34% among 91,000; inhibition, % at 2 µM; in the data active = inhibition above about 80%; also: values of inactives mirror those of a sister screen read the other way; many of its hits are not listed in these tables
CD11b adhes inh = CD11b/CD18-fibrinogen binding inhibition | hit rate 0.54% among 93,000 | P05107+P11215 | inhibition, % at 10 µM | AID 1497 | K562 CD11b/CD18 adhesion to fibrinogen, ATPlite luminescence; Mn2+ added to activate the integrin;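 active = primary inhibition of 50% or more at 10 µM, then 40% or more on retest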; also: some results filed as inactive read as strong as hits
MT1-MMP txn act = MT1-MMP promoter transcription activation; HT1080 MT1-MMP promoter luciferase reporter, luminescence, overnight; stronger effect = higher value; hit rate 0.16% among 86,000; activation factor at 10 µM;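 active = activation factor of at least 2 for MT1-MMP transcription at 10 µM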
ERa SRC1 pot = enhances coactivator binding to human estrogen receptor alpha; TR-FRET ERalpha-LBD/SRC-Cy5 coactivator binding, 2 h; 100 = basal binding, no effect; coactivator binding (% of control), % at 25.6 µM; hit rate 1.3% among 86,000; P03372; in the data active = activity above about 200%;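 also: binding measured in presence of low estradiol as agonist stimulus; 0% = peptide alone without receptor and 100% = receptor with peptide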
Smad3 inh = blocks human Smad3 binding to FoxH1 peptide; hit rate 0.29% among 88,000; inhibition, % at 25 µM; TR-FRET Smad3/Dy647-FoxH1 peptide binding, europium anti-His; AID 630;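 active = compounds that reduce the energy-transfer binding signal between the protein and its labelled peptide by more than half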;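 also: 0% = Smad3 plus labelled peptide maximal FRET and 100% = peptide-only background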
Numbers without * were called inactive; x = no result given; [ ] = remark or other dose.

1: CCOc1nc(-c2ccccc2)ccc1-c1noc(-c2ccc(OC)c(OC)c2)n1
2: c1ccc2c(SCc3cn4cccnc4n3)ncnc2c1
3: Cc1cc(C)n(CCCNC(=O)c2ccc(S(=O)(=O)NCc3ccco3)cc2)n1
4: Clc1ccccc1-c1nnn(Cc2ccc(-c3nn[nH]n3)cc2)n1
5: COc1cc(C(C)=O)ccc1OCC(=O)c1cc(C)n(C2CC2)c1C
6: Cc1cccc(NC(=S)NNC(=O)CCn2cc(C)cn2)c1
assay / compound,1,2,3,4,5,6
sEH activator,x,3,-2,-6,x,-12
Calb biofilm kill,12,5,5,7,1,x
ERb SRC1 inh,26[fluorescence artefact?],-4,-2,2,10,x
Mac1 fbg enh,x,0,x,2,0,2
sEH inhibitor,x,-4,2,8,x,14
CD11b adhes inh,x,-11,x,-1,-6,13
MT1-MMP txn act,1.1,1,1.1,x,1.2,x
ERa SRC1 pot,147[fluorescence artefact?],100,108,109,98,x
Smad3 inh,-1,3,9,8,6,x

Next part; the last four above are carried over.
3: Cc1cc(C)n(CCCNC(=O)c2ccc(S(=O)(=O)NCc3ccco3)cc2)n1
4: Clc1ccccc1-c1nnn(Cc2ccc(-c3nn[nH]n3)cc2)n1
5: COc1cc(C(C)=O)ccc1OCC(=O)c1cc(C)n(C2CC2)c1C
6: Cc1cccc(NC(=S)NNC(=O)CCn2cc(C)cn2)c1
7: COc1ccc(-n2c(Cc3cccs3)nnc2SCC(=O)Nc2ccc3c(c2)OCCO3)cc1
8: CCOC(=O)N1CCC(N(C(=O)Nc2ccccc2)C(C)CC)CC1 (stereo unspecified)
9: C=CCN1C(=O)C2(c3ccccc31)C1CCCC=C1C(C#N)=C(N)C2(C#N)C#N (stereo unspecified)
10: CCCCNC(=O)CSc1nc2ccccc2c(=O)n1CC1COc2ccccc2O1 (stereo unspecified)
11: COc1ccccc1CN(CC(=O)NCc1ccco1)C(=O)CNS(=O)(=O)c1ccc(C)cc1
12: CCc1ccc(NC(=O)COn2nnc3ccc(S(=O)(=O)N(C)C)cc32)cc1
assay / compound,3,4,5,6,7,8,9,10,11,12
sEH activator,-2,-6,x,-12,1,8,-11,-13,15,-2
Calb biofilm kill,5,7,1,x,-1,-4,10,9,6,x
ERb SRC1 inh,-2,2,10,x,-24,-2,1[fluorescence artefact?],11[fluorescence artefact?],5,x
Mac1 fbg enh,x,2,0,2,-1,x,-3,-5,-2,0
sEH inhibitor,2,8,x,14,-4,-8,10,11,-16,3
CD11b adhes inh,x,-1,-6,13,-8,x,-24,-1,7,25
MT1-MMP txn act,1.1,x,1.2,x,1.2,1.1,1.1,1.3,1,x
ERa SRC1 pot,108,109,98,x,101[fluorescence artefact?],119[fluorescence artefact?],92,114[fluorescence artefact?],111,x
Smad3 inh,9,8,6,x,14,-3,-6,0,-2,x

13: OC(CNCC1CCCO1)COc1ccc(OCC(O)CNCC2CCCO2)cc1 (stereo unspecified)
14: CC1(C)NC(=O)N(CCCOc2ccc(Br)cc2Cl)C1=O
15: O=C1CCC(=O)N1CN(C(=O)c1ccco1)c1ccc(Cl)c(Cl)c1
16: COc1ccc(/C=N/c2nc3ccccc3n2CCN2CCCCC2)cc1OC
17: CCC(CC)C(=O)Nc1cccc(C(=O)Nc2ccc3c(c2)OCO3)c1
18: COc1ccc(NC(=O)c2c(SC)nsc2SC)cc1
assay / compound,13,14,15,16,17,18
sEH activator,4,3,x,4,x,13
Calb biofilm kill,3,3,7,3,7,8
ERb SRC1 inh,2[fluorescence artefact?],-11,11,-15,10[fluorescence artefact?],5[fluorescence artefact?]
Mac1 fbg enh,x,-6,x,-4,0,-3
sEH inhibitor,-1,0,x,-5,x,-13
CD11b adhes inh,x,-13,x,3,-12,5
MT1-MMP txn act,1.1,1.4,1.1,1.3,1.7,1.1
ERa SRC1 pot,104,109[fluorescence artefact?],102,119,101,132
Smad3 inh,-4,8,0,2,-1,-10[fluorescence artefact?]

19: Cn1c(C(=O)O)cc2cc(F)ccc21
20: COc1ccc(/C=C2\SC(=S)N(NC(=O)c3csc4c3CCCC4)C2=O)cc1
21: Cc1ccc2c(CC(=O)N3CCN(S(=O)(=O)c4cccs4)CC3)coc2c1
22: COc1ccccc1N1CCN(C(=O)c2c(-c3ccccc3Cl)noc2C)CC1
23: CCCS(=O)(=O)N1CCCC(C(=O)NCCN(CC)CC)C1 (stereo unspecified)
24: COc1ccc(-n2c(C)c(C(C)=O)c(C(C)=O)c2C)cc1
assay / compound,19,20,21,22,23,24
sEH activator,4,-8,-3,x,18,9
Calb biofilm kill,-1,2,x,2,6,-4
ERb SRC1 inh,-4[fluorescence artefact?],-7,x,-10,9,-4
Mac1 fbg enh,-2,3,-2,-3,-4,-2
sEH inhibitor,-5,7,1,x,-21,-9
CD11b adhes inh,-26,-4,10,7,-18,13
MT1-MMP txn act,1.3,1,x,1.2,1.1,1.1
ERa SRC1 pot,104,108,x,105,129,107
Smad3 inh,0,4,x,-2,-2[fluorescence artefact?],-5

25: CCC(c1nnnn1C(C)(C)C)N1CCN(c2cc(Cl)ccc2C)CC1 (stereo unspecified)
26: CC1(C)CC(=O)c2cc(OCC(=O)NCCN3CCOCC3)ccc2O1
27: O=C(CCl)Oc1ccc2occ(C(=O)c3cccs3)c2c1
28: Cc1ccc(Oc2nc3ccccc3n3c(C)nnc23)c(C)c1
29: COCCn1c(-c2ccc(-c3ccccc3Cl)o2)nc2c1c(=O)[nH]c(=O)n2CC(C)C
30: Cc1ccc(S(=O)(=O)Nc2nsc(N)n2)cc1
assay / compound,25,26,27,28,29,30
sEH activator,-6,12,-3,-4,4,x
Calb biofilm kill,3,-1,0,x,5,4
ERb SRC1 inh,1[fluorescence artefact?],-1,29,x,9[fluorescence artefact?],-8
Mac1 fbg enh,0,-4,0,-5,0,-4
sEH inhibitor,8,-9,5,6,-1,x
CD11b adhes inh,-5,-42,-26,-7,6,11
MT1-MMP txn act,1.1,x,x,x,1,1.1
ERa SRC1 pot,89,106,54[fluorescence artefact?],x,208*,107[fluorescence artefact?]
Smad3 inh,-8,0,-8,x,17[fluorescence artefact?],1

31: CCOc1ccccc1-c1nc(-c2ccc(NC(=O)Cc3ccccc3OC)cc2)no1
32: CCOc1cc(CNn2cnnc2)cc(Br)c1OCC(=O)NC1CCCCC1
33: O=C(Cn1c(C(F)(F)F)nc2ccccc21)Nc1ccccc1N1CCOCC1
34: CCn1c2ccc(CC(=O)O)cc2c2cc(CC(=O)O)ccc21
35: CCCOc1ccc(C2C(=O)N(C3CCCCCC3)CC(=O)N2Cc2ccco2)cc1OC (stereo unspecified)
36: CCC(Oc1ccccc1)C(=O)Nc1nc2c(s1)C(=O)CC(C)(C)C2 (stereo unspecified)
assay / compound,31,32,33,34,35,36
sEH activator,-3,-15,0,x,-9,-2
Calb biofilm kill,5,4,3,4,3,3
ERb SRC1 inh,10[fluorescence artefact?],1[fluorescence artefact?],1,10,10,-5
Mac1 fbg enh,0,x,-1,-2,-1,x
sEH inhibitor,-3,14,3,x,9,2
CD11b adhes inh,-9,x,-36,13,3,x
MT1-MMP txn act,1.2,1.1,x,1.1,0.9,1.1
ERa SRC1 pot,159,108[fluorescence artefact?],123,83,78,103
Smad3 inh,0,-12,-1,12,10,5

37: COc1ccccc1N1CCN(CC(O)c2ccc3cc[nH]c3c2)CC1 (stereo unspecified)
38: CCOC(=O)N1CCC(NC(=O)C2CCN(S(=O)(=O)c3cccs3)CC2)CC1
39: Clc1ccc(-c2noc(CCCc3ccccc3)n2)cc1
40: CC1=CC(c2ccccc2)n2nc(N3C(=O)C4CC=CCC4C3=O)nc2N1 (stereo unspecified)
41: CNC(=O)CCc1nc(-c2ccc(C(C)(C)C)cc2)no1
42: Cc1cc(C)nc(N2CCCC(C(=O)NCC(c3ccccc3)c3ccccc3)C2)n1 (stereo unspecified)
assay / compound,37,38,39,40,41,42
sEH activator,-7,4,-13,-13,1,-30
Calb biofilm kill,9,1,1,-4,11,6
ERb SRC1 inh,0,6,8,-4,-6,-9[fluorescence artefact?]
Mac1 fbg enh,24,-1,-3,-2,-1,x
sEH inhibitor,7,-3,11,17,-1,30
CD11b adhes inh,-18,-21,28,-3,9,x
MT1-MMP txn act,1.1,x,1,1.1,1.2,1.2
ERa SRC1 pot,109[fluorescence artefact?],101,98,95,102,115[fluorescence artefact?]
Smad3 inh,5,5,-23,-8,-6,-1

43: CCn1c(Cn2nnc(-c3ccccc3)n2)nnc1SCC(=O)Nc1ccc(C(C)=O)cc1
44: CCN1C(=O)CC(Sc2ccccc2C(=O)O)C1=O (stereo unspecified)
45: Cc1csc(NC(=O)CSc2ncn(-c3ccccc3)n2)n1
46: O=C(Nc1ccccc1Cl)N1CCn2c(nc3ccccc32)C1
47: CC(NC(=O)c1ccncc1)C(c1cccs1)N1CCOCC1 (stereo unspecified)
48: CCOC(=O)c1c(-c2cccs2)csc1NC(=O)CN1CC(C)OC(C)C1 (stereo unspecified)
assay / compound,43,44,45,46,47,48
sEH activator,6,-1,-3,-17,4,x
Calb biofilm kill,7,4,-1,5,7,1
ERb SRC1 inh,10,-3[fluorescence artefact?],-3,1,-25[fluorescence artefact?],-1
Mac1 fbg enh,0,-2,-2,4,x,12
sEH inhibitor,-6,-1,2,18,-1,x
CD11b adhes inh,12,-2,1,-7,x,2
MT1-MMP txn act,1.6,1.1,1.1,1.2,1.1,0.9
ERa SRC1 pot,94,104,96,116,111,98
Smad3 inh,6,-1,-8,-1,7,10

49: CCCCN(NC(C)=O)c1nc(Cl)nc(NC(C)C)n1
50: CCCCn1c(-c2ccccc2)nc2c(=O)n(C)c(=O)[nH]c21
51: CCN(C(=O)c1cc(Cl)ccc1OC)c1ccccc1
52: COc1ccc(Cl)cc1N1C(=O)C2CCCN2C1c1ccccc1F (stereo unspecified)
53: Nc1nc(CSc2nnnn2-c2ccccc2)nc(N2CCCc3ccccc32)n1
54: CCOC(=O)c1cnc(-n2nc(C)cc2C)nc1Nc1ccc2c(c1)OCO2
assay / compound,49,50,51,52,53,54
sEH activator,-19,2,3,-6,-10,x
Calb biofilm kill,2,8,x,15,3,10
ERb SRC1 inh,-1,-1[fluorescence artefact?],-11,17[fluorescence artefact?],-18,-21[fluorescence artefact?]
Mac1 fbg enh,2,8,2,-7,x,1
sEH inhibitor,20,-2,-1,5,12,x
CD11b adhes inh,-11,8,-11,16,x,7
MT1-MMP txn act,1.2,1.2,1.1,1.1,0.9,1.1
ERa SRC1 pot,98,122,105,94,108,126
Smad3 inh,5,-2,3,-2,6,13

55: Cc1nnc(N(CCC#N)CCC#N)s1
56: CCOc1ccc(NC(=O)c2ccccc2NC(=O)CN(C)CC(=O)Nc2ccc(C)cc2)cc1
57: COc1ccc(Cl)cc1NC(=O)Cn1cccc1
58: Cc1ccc(Cl)cc1Nc1nc(-c2sc(NC(=O)c3ccco3)nc2C)cs1
59: O=C(COC(=O)c1ccco1)Nc1cccc(Br)c1
60: Cc1ccc(-c2nnc(-c3ccccc3)o2)cc1
61: Cc1nc2ccccc2c(=O)n1NC(=O)C1CCCCC1
62: COC(=O)c1ccc(-c2ccco2)n1Cc1nc(-c2ccc(OC)c(OC)c2)oc1C
assay / compound,55,56,57,58,59,60,61,62
sEH activator,-3,-2,-1,2,8,6,17,x
Calb biofilm kill,1,7,2,x,5,6,8,-2
ERb SRC1 inh,1,-5,-5,x,-18,-4,-5[fluorescence artefact?],67*[fluorescence artefact?]
Mac1 fbg enh,-2,0,0,51,-1,x,-2,-1
sEH inhibitor,4,6,-1,0,-9,-6,-19,x
CD11b adhes inh,-8,11,-2,-30,10,x,-26,-18
MT1-MMP txn act,1.2,1.2,1,x,1.2,0.9,1.1,1.1
ERa SRC1 pot,119,85[fluorescence artefact?],117,x,97,103[fluorescence artefact?],108,98[fluorescence artefact?]
Smad3 inh,1,-12,2,x,11,11[fluorescence artefact?],3,0

A portion of the library. The share of hits here may be higher or lower than overall.
